# POLH inh: qHTS for Inhibitors of Polymerase Eta | DNA polymerase eta (Homo sapiens), Q9Y253 | recombinant Pol eta, fluorescent DNA replication assay | Potency, µM (titrated, usually from 114 µM), for the others: top-dose activity change, negative = inhibition, actives largely listed as inhibitors | 390,000 tested, 1.2% active; note: potency is the fitted concentration of half-maximal effect; % is set by controls: 0 for no effect and ±100 for the full control effect
#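 Fluorescent replication assay: 50 nM final substrate added after a 15 min room-temperature compound preincubation with 10 nM enzyme. Signal taken at 0 min and again at 10 min.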
# HP1b chromo inh: HTS for Inhibitors of HP1-beta Chromodomain Interactions with Methylated Histone Tails | Potency, µM (series often up to 114 µM), without a hit: at the highest dose activity change, negative = inhibition, most hits filed as inhibitors | 390,000 tested, 0.56% active | AlphaScreen HP1-beta / biotin-H3K9me3 peptide binding | Chromobox protein homolog 1 (Homo sapiens), P83916; note: potency is the fitted concentration of half-maximal effect; nearly all actives have a fitted effect of over 70% in size; inactives centre near 23
# Target sequence (P83916 whole entry, looked up): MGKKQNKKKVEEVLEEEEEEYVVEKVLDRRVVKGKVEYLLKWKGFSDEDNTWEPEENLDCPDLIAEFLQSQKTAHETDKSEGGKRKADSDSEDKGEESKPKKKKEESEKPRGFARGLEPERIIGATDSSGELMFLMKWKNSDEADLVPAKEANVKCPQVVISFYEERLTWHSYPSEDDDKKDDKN
#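 Compound inhibition of the preformed complex between 50 nM HP1-beta and 50 nM biotinylated H3K9me3 peptide was read by AlphaScreen. Buffer was PBS pH 7.4 with 0.01% Tween-20. Incubations ran 30 min at room temperature, with 10 ug/mL donor/acceptor beads.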
# PI4K2A inh: qHTS for small molecular inhibitors of PI4K2A. purified PI4K2A, ADP-Glo luminescence, 1 h; active compounds read low. Phosphatidylinositol 4-kinase type 2-alpha (Homo sapiens), Q9BTU6. AID 1346378, 2018. 420,000 tested, 0.13% active. activity change, negative = inhibition, % at 76.9 µM; in the data active = activity change below about -50%; inconclusive = mostly about -30% to -49%;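 note: -100% = wells without enzyme as full effect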
#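 PI4K2A activity was measured by ADP-Glo luminescence: enzyme (4 ug/mL stock) and phosphatidylinositol (1.2 mM stock) in Tris pH 7.5/MgCl2/EGTA/Triton X-100 buffer were reacted with ATP (300 microM stock) for one hour at ambient temperature.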
# JMJD2A Tudor: qHTS Assay for Inhibitors of JMJD2A-Tudor Domain | Lysine-specific demethylase 4A (Homo sapiens), O75164 | AlphaScreen JMJD2A-Tudor / H3K4me3 peptide binding | Potency, µM (highest dose often 114 µM), inactives show at the highest dose activity change, negative = inhibition, hits mostly inhibitors | 390,000 tested, 4.4% active; note: potency is the fitted concentration of half-maximal effect; % is set by controls: 0 for no effect and ±100 for the full control effect; nearly all actives have a fitted effect of over 50% in size
# Pin1 inhibitor: qHTS Assay to Find Inhibitors of Pin1; Potency, µM (titrated, usually from 115 µM), for the others: top-dose activity, negative = inhibition, hits mostly inhibitors; Pin1 FP peptide displacement, HiFluor488, 10 min; Peptidyl-prolyl cis-trans isomerase NIMA-interacting 1 (Homo sapiens), Q13526; 390,000 tested, 0.009% active; active = well fitted inhibition curve with a large enough effect in the polarisation, with a control signal flat, not every such curve was filed as active; inconclusive = small, poorly fitted or top-dose-only effect, or effect the other way, or a change in a side signal; inactive = no such curve, though single readings can be large or run the other way; the % refers to the polarisation; note: potency is the fitted concentration of half-maximal effect; % is set by controls: 0 for no effect and ±100 for the full control effect
# Target sequence (Q13526 whole entry, looked up): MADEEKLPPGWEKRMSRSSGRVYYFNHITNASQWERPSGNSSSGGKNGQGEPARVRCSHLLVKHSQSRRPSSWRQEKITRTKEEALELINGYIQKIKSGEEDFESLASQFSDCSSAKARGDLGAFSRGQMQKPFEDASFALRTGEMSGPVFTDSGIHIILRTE
# PGK inhibitor: qHTS Assay to Find Inhibitors of Phosphoglycerate Kinase; Phosphoglycerate kinase, glycosomal (Trypanosoma brucei brucei), P07378; PGK/GAPDH coupled, Kinase-Glo luminescence, 60 min; Potency, µM (titrated, usually from 57.5 µM), inactives show top-dose activity change, negative = inhibition, most hits filed as inhibitors; 380,000 tested, 0.043% active; note: potency is the fitted concentration of half-maximal effect; % is set by controls: 0 for no effect and ±100 for the full control effect; nearly all actives have a fitted effect of over 60% in size
#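 Recombinant glycosomal PGK reaction used 1,3-bisphosphoglycerate generated in-well by GAPDH (100nM final) in 100mM TEA pH 7.6, 5mM MgCl2, 0.01% Tween-20. After 60 minutes at room temperature, ATP was read by Kinase-Glo Plus luminescence end-point.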
# GLS inh: qHTS for Inhibitors of Glutaminase (GLS); Glutaminase kidney isoform, mitochondrial (Homo sapiens), O94925; GLS enzymatic activity, qHTS titration; Potency, µM (highest dose often 45.5 µM), without a hit: at the top dose activity change, negative = inhibition, hits mostly inhibitors; 410,000 tested, 0.21% active; AID 624170, 2012; note: potency is the fitted concentration of half-maximal effect; % is set by controls: 0 for no effect and ±100 for the full control effect
#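 Read-out is an Amplex red fluorescence increase coupled through glutamate oxidase and HRP, measured before and after 30 min room-temperature incubation. hKGA is in 45 mM KH2PO4 (pH 8.2) with 0.02% Tween-20; glutamine added as 1mM solution.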
# BAZ2B block: qHTS Assay for Inhibitors of BAZ2B; 360,000 tested, 4.4% active; Bromodomain adjacent to zinc finger domain protein 2B (Homo sapiens), Q9UIF8; AlphaScreen BAZ2B-H3K14Ac peptide displacement; Potency, µM (titrated, usually from 114 µM), for inactives: at the top dose activity change, negative = inhibition, usual class: inhibitors; AID 504333, 2011; note: potency is the fitted concentration of half-maximal effect; % is set by controls: 0 for no effect and ±100 for the full control effect; nearly all actives have a fitted effect of over 60% in size
#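 In this displacement format the biotinylated H3(5-23) peptide acetylated at Lys14 serves as ligand at 50 nM, with BAZ2B at 50 nM in PBS pH 7.4 containing 0.01% Tween-20. Donor and acceptor beads are 10 ug/mL final.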
# G9a inh: qHTS Assay for Inhibitors of Histone Lysine Methyltransferase G9a; Histone-lysine N-methyltransferase EHMT2 (Homo sapiens), Q96KQ7; G9a H3K9 monomethylation, AlphaScreen, 2 h; Potency, µM (top dose mostly 102 µM), without a hit: top-dose activity, negative = inhibition, hits mostly inhibitors; 350,000 tested, 8.8% active; AID 504332, 2011; note: potency is the fitted concentration of half-maximal effect; % is set by controls: 0 for no effect and ±100 for the full control effect; nearly all actives have a fitted effect of over 75% in size
# Target sequence (Q96KQ7 913-1193 limits assumed): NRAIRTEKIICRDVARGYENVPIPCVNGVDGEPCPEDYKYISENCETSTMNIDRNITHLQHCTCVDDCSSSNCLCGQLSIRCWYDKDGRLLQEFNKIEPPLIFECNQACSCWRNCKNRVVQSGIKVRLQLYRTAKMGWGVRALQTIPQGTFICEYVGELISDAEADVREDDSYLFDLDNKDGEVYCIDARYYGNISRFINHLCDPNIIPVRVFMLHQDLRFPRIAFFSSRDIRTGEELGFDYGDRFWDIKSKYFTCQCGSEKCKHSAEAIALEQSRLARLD
#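 Readings reflect AlphaScreen signal from monomethyl-H3K9 antibody detection. HMT at 20 nM; substrate b-H3K9 500 nM; cofactor SAM 20 uM; 2 h RT reaction; compounds tested as titrations in qHTS with 15 min preincubation.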
# Numbers without * were called inactive; i = inactive; ? = inconclusive; / = not tested or not shown; [ ] = another dose, or the depositor's remark. Unless noted, calls come from the whole dose curve; as a rule, active = well fitted curve in the direction sought with a large enough effect; inconclusive = small, poorly fitted or top-dose-only effect, or another doubt; inactive = no such curve, though single readings can be large; an effect the other way counts as inactive or inconclusive. A portion of the library, so the mix of outcomes need not match the whole.
SMILES,POLH inh,HP1b chromo inh,PI4K2A inh,JMJD2A Tudor,Pin1 inhibitor,PGK inhibitor,GLS inh,BAZ2B block,G9a inh
CCOC(=O)CN1C(=O)COc2ccc(C(C)(C)C)cc21,-16%,30%,-1,3%,-8%,-3%,18%,-5%,1%
CCCCn1c(-c2cccs2)nc2oc3ccccc3c(=O)c2c1=O,-14%,21%,0,-3%,-1%,i,-5%,0%,4%
CCc1cccc(NC(=O)COC(=O)/C=C/c2cccs2)c1,-18%,36%,3,6%,1%,0%,-5%,0%,4%
CCN(CC)S(=O)(=O)c1ccc(S(=O)(=O)NCc2cccs2)cc1,-2%,0%,-2,-9%,-13%,-5%,0%,7%,-15%
CCc1cccc(-n2c(C)nc3c(cnn3-c3ccc(Cl)cc3)c2=O)c1,-7%,21%,2,-14%,1%,-5%,2%,/,-5%[59 µM]
CCOC(=O)C1(CCOc2ccccc2)CCN(C(=O)CCSC)CC1,-18%,35%,3,3%,-6%,-7%,-11%,/,/
CCn1cc(C(=O)N2CCN(c3cc(C)ccc3C)CC2)c(=O)c2cc(S(=O)(=O)N3CCCCC3)ccc21,-1%,-5%,2,-17%,-2%,i,0%,/,4%[59 µM]
CCc1ccc(-n2c(=O)c3c4c(sc3n(CC(=O)N3CCC(C)CC3)c2=O)CCC4)cc1,-6%,17%,3,-22%,2%,0%,-5%,1%,4%[59 µM]
O=C(NCCc1ccccc1)c1ccc(Nc2nc3ccccc3n3nnnc23)cc1,-12%,32%,-3,-6%,6%,7%,-1%,2%,-12%[59 µM]
CC1=C([N+](=O)[O-])C(c2ccccc2C(F)(F)F)NC(=O)N1C (centres undefined),-16%,17%,9,-10%,0%,-2%,-25%,-10%,-5%
O=C(CCC1CCCC1)NCCS(=O)(=O)N1CCN(c2ccc(F)cc2)CC1,2%,14%,5,6%,1%,2%,7%,-5%,1%[59 µM]
C/C(Cn1cnc([N+](=O)[O-])n1)=N\NC(=O)c1ccncc1,-10%,15%,5,?,2%,9%,11%,1%,-6%
CCOC(=O)C1CCN(S(=O)(=O)c2ccc3c(c2)CCN3C(=O)C2CCC2)CC1,-2%,7%,-4,?,1%,0%,6%,3%,/
CC1CN(c2ccc(NS(=O)(=O)c3ccccc3)cc2C(=O)O)CC(C)O1 (centres undefined),-23%,23%,3,-7%,-5%,-8%,18%,-3%,-31%
O=C(CN1CCCCC1)NCC1(c2ccccc2)CCCC1,-23%,44%[activator],0,6%,29%,-10%,3%,24%,/
CC(=O)Nc1ccc(NC(=O)C(C)n2nc([N+](=O)[O-])c(Br)c2C)cc1 (centres undefined),1%,32%,-2,-6%,-1%,10%[11.5 µM],3%,-27%,-2%
C=C[C@@H]1c2cc(C)ccc2N(S(=O)(=O)c2ccc(C)cc2)[C@H](c2ccccc2C(F)(F)F)C1(C#N)C#N,-18%,21%,-5,-21%,4%,1%,2%,48%[activator],89%[activator][2.33 µM]
O=C1CC(=O)N(Cc2ccco2)C(=O)N1,3.5µM*,-79%,?,4.5µM*,?,5µM*,10µM*,40µM*,?
Clc1ccc(-c2cn3cc(Br)ccc3n2)cc1Cl,-11%,23%,-5,?,-1%,8%,-1%,-4%,?
CCCC(=O)NCc1ccc2c(c1)cc(C)n2C,-13%,12%,-4,-23%,-12%,-6%,4%,11%,20%[59 µM]
Cc1nnc(SCC(=O)Nc2ccc(F)cc2)n(N)c1=O,-14%,54%[activator],-8,-11%,-7%,-9%,-1%,-11%,97%[activator]
O=C(Nc1nc2n(n1)C(c1ccc(F)cc1)C=C(c1ccccc1)N2)c1cccc([N+](=O)[O-])c1 (centres undefined),-19%,48%[activator],-2,1%,-14%,-3%,-25%,-11%,-42%[59 µM]
O=S(=O)(NCC(c1ccc2c(c1)OCO2)N1CCOCC1)c1ccccc1 (centres undefined),-7%,18%,-1,-1%,2%,-9%,3%,9%,-2%
COc1ccc(NC(=S)NC2CCCC2)c(OC)c1,3%,23%,1,-10%,-1%,-5%,-9%,-12%,-5%
CC(=O)Nc1ccc(C(=O)OC2CCCCC2=O)cc1 (centres undefined),5%,49%[activator],-3,-23%,-7%,-10%,-5%,-1%,17%
CCOC(=O)c1ccccc1NC1c2ccccc2C(=O)N1c1ccc(C)cn1 (centres undefined),-13%,62%[activator],-3,8%,-1%,-1%,1%,10%,3%
O=C(NCCC(=O)N1CCN(c2ncccn2)CC1)c1ccccc1Cl,-18%,34%[activator],-3,10%,-1%,-3%,-1%,-4%,2%[12.7 µM]
COc1ccccc1N1CCN(C(=O)Nc2cccc(Cl)c2)CC1,-8%,11%,2,-11%,-14%,5%,15%,6%,-19%[59 µM]
CCOc1ccc(-c2cc(C(=O)NCCc3ccc(OC)c(OC)c3)c3c(-c4ccc(F)cc4)[nH]nc3n2)cc1,-3%,19%,-1,-9%,18%,0%,22%,-3%,11%[59 µM]
O=C(CN1CCN(CC(=O)Nc2ccccc2C(F)(F)F)CC1)Nc1ccccc1F,-23%,67%[activator],1,-9%,-2%,3%,-2%,-2%,32µM*
COc1ccc(/C=C/C(=O)c2cc(F)ccc2OC(=O)c2ccc(OC)c(OC)c2)cc1OC,-13%,33%,-1,-28%,17%,/,3%,?,56µM*
COc1cccc(OC)c1C(=O)OCC(=O)NCc1ccco1,1%,41%[activator],-4,-16%,-5%,-11%,4%,6%,21%[59 µM]
Cc1oc(C)c(S(=O)(=O)NCc2cccs2)c1C(=O)O,-11%,22%,2,-20%,-7%,-3%,0%,1%,/
CCCCN(Cc1ccccc1)S(=O)(=O)c1cc(Br)cc2c1N(C(C)=O)CC2,-14%,11%,1,-5%,2%,4%,-3%,0%,-35%[59 µM]
Cc1ccc(/C=C/S(=O)(=O)NCC(=O)OCC(=O)Nc2c(F)cccc2F)cc1,-2%,13%,-2,-13%,1%,-10%,9%,3%,20µM*
O=C(COC(=O)c1ccc(F)c(S(=O)(=O)N2CCOCC2)c1)NCc1ccc(Cl)cc1,-13%,39%[activator],-2,2%,1%,-5%,-1%,/,/
CCC1(c2ccccc2)C(=O)N(C(=O)OC(C)(C)C)N1C(=O)OC(C)(C)C (centres undefined),-10%,62%[activator],-1,-14%,-9%,-10%,11%,12%,1%[12.7 µM]
CCCC(=O)NCC(c1cccs1)S(=O)(=O)c1ccc(C)cc1 (centres undefined),7%,26%,2,-4%,0%,-7%,-3%,-5%[57.1 µM],-12%
Cc1cc([N+](=O)[O-])cc([N+](=O)[O-])c1NCC(C)C,-13%,40µM*,-4,45µM*,4%,i,0%,13µM*,16µM*
O=C(CN1C(=O)CSCC1=O)NCc1ccc(F)cc1,-5%,18%,0,-12%,10%,-1%,-2%,4%,19%
CC1=C(C(=O)O)N2C(=O)C(NC(=O)c3nn(C)c(C)c3Cl)C2SC1 (centres undefined),32µM*,31%,-9,?,-2%,-10%,3%,-4%,8.9µM*
COc1ccc(C)cc1S(=O)(=O)N(CC(=O)O)c1ccc(F)cc1,-9%,40%[activator],6,-17%,6%,i,-15%,?,-1%[59 µM]
O=C(C(c1ccccc1)c1ccccc1)N1CCN(CCN2C(=O)c3cccc4cccc(c34)C2=O)CC1,-12%,-4%,4,?,22%,-3%,-7%,-24%,-14%
O=C(CSc1nnc(Nc2ccccc2F)s1)Nc1cccc(S(=O)(=O)N2CCCCC2)c1,-6%,7%,-2,?,9%,-5%,-1%,-10%,3.2µM*
COc1cccc(CNC(=O)COC(=O)CN(C)S(=O)(=O)c2ccc(NC(C)=O)cc2)c1,-5%,7%,4,-6%,-5%,-6%,0%,-13%,/
CCCC(O)(c1ccccc1)C(c1ccccc1)c1ccccn1 (centres undefined),-18%,17%[57 µM],-5,-14%,-8%,-10%,-3%,/,/
Cc1ccccc1NC(=O)CSc1nc2ccc(NC(=O)CCc3ccccc3)cc2s1,-12%,11%,3,-13%,-8%,-6%,-6%,-12%,-3%[59 µM]

# Part of the list above, with values under each structure.
# The line under a structure holds: POLH inh, HP1b chromo inh, PI4K2A inh, JMJD2A Tudor, Pin1 inhibitor, PGK inhibitor, GLS inh, BAZ2B block, G9a inh
O=C(C(c1ccccc1)c1ccccc1)N1CCN(CCN2C(=O)c3cccc4cccc(c34)C2=O)CC1
→ -12%, -4%, 4, ?, 22%, -3%, -7%, -24%, -14%
O=C(CSc1nnc(Nc2ccccc2F)s1)Nc1cccc(S(=O)(=O)N2CCCCC2)c1
→ -6%, 7%, -2, ?, 9%, -5%, -1%, -10%, 3.2µM*
COc1cccc(CNC(=O)COC(=O)CN(C)S(=O)(=O)c2ccc(NC(C)=O)cc2)c1
→ -5%, 7%, 4, -6%, -5%, -6%, 0%, -13%, /

# Screening data: PubChem BioAssay, National Center for Advancing Translational Sciences (NCATS)
